Tau FP inhib: inhibitors of human tau fibril formation | 280,000 tested, 0.39% active | K18 P301L tau heparin fibrillization, Alexa594 FP, 6 h | P10636 | AID 1468 | Potency, µM (titrated, usually from 57.7 µM), for the others: at the highest dose activity, negative = inhibition, most hits filed as inhibitors; also: % is scaled to controls: 0 for no effect and ±100 for the full control effect; nearly all actives have a fitted effect of over 55% in size
Target sequence (P10636 561-689 P618L limits assumed): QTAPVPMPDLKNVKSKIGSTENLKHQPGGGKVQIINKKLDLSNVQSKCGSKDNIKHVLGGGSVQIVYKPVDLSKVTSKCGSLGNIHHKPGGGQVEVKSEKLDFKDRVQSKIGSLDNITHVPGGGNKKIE
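Read-out: fluorescence polarization of Alexa 594-labeled tau (0.24 uM), 555 nm excitation, 632 nm emission. Mixtures held 15 uM unlabeled K18 P301L, compound and 20 uM heparin, pH 7 acetate buffer, incubated 6 hr at 37 C.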
HTT cytoprotect: protects HTT-Q103 PC12 cells, measured by ATP; PC12 HTT-Q103 induced, cytoprotection, ATP luminescence, 40 h; Potency, µM (series often up to 56.4 µM), for inactives: cytoprotection (ATP increase), most hits filed as activators; 230,000 tested, 0.14% active; AID 1471;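 also: % of control where 0% means no effect; nearly all actives have a fitted effect of over 45% in size; toxic huntingtin expression switched on by the ecdysone agonist tebufenozide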
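Quantitative HTS on tebufenozide-induced (100 nM) PC12 cells expressing HTTQ103 exon 1–GFP; compounds tested as a concentration series; survival measured via cellular ATP.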
Tau fluor cs: counter-screen for tau fibril formation inhibitors; AID 1463; 280,000 tested, 0.93% active; Potency, µM (highest dose often 57.7 µM), without a hit: top-dose activity change, negative = decrease; tau K18 P301L Alexa594 fluorescence, heparin fibrillization; also: % is scaled to controls: 0 for no effect and ±100 for the full control effect; nearly all actives have a fitted effect of over 55% in size
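Human K18 P301L tau (15 uM unlabeled plus 0.24 uM Alexa 594-labeled, final) in 100 mM sodium acetate pH 7 was mixed with compound and 20 uM heparin and incubated 6 hr at 37 C.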
TR SRC2 fluor cs: Texas Red fluorescence interference in TRb-SRC2 counter-screen; AID 1479; 280,000 tested, 0.29% active; Potency, µM (top dose mostly 106 µM), for the others: at the top dose fluorescence change, negative = quenching; TRb/SRC2 Texas Red total fluorescence interference; active = well fitted curve in either direction with a large enough effect; inconclusive = small, poorly fitted or top-dose-only effect; also: % is scaled to controls: 0 for no effect and ±100 for the full control effect
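Human TRβ ligand-binding domain (0.6 uM) and Texas Red SRC2 peptide (20 nM) in Tris buffer with 1 uM T3 and 5% DMSO were incubated with pinned compound for 5 hr at ambient temperature. Total fluorescence was computed as S + 2P (555/632 nm).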
Tau fibril ThT: blocks human tau fibril formation measured by thioflavin T | P10636 | recombinant tau K18 P301L (four-repeat tau fragment), heparin-induced fibrillization, ThT fluorescence | Potency, µM (highest dose often 57.4 µM), inactives show at the top dose activity, negative = inhibition, hits mostly inhibitors | 270,000 tested, 2.1% active | AID 1460; also: % is scaled to controls: 0 for no effect and ±100 for the full control effect; nearly all actives have a fitted effect of over 55% in size
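Heparin-induced (20 uM) aggregation of recombinant human K18 P301L tau, 15 uM unlabeled with 0.24 uM labeled, pH 7 acetate buffer, 6 hr at 37 C with compound. Fibrils quantified by 30 uM ThT fluorescence after 1 hr ambient incubation.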
L3MBTL1 block: L3MBTL1 (human) inhibition; Q9Y468; AlphaScreen L3MBTL1–H3K9me1 peptide binding; Potency, µM (top dose mostly 57.1 µM), inactives show at the top dose activity, negative = inhibition, hits mostly inhibitors; 230,000 tested, 0.66% active; AID 485360; also: % is scaled to controls: 0 for no effect and ±100 for the full control effect; nearly all actives have a fitted effect of over 60% in size
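L3MBTL1 (50 nM) pre-complexed 30 min with biotinylated H3(1-15)K9me1 peptide (75 nM), then compounds added for 30 min at room temperature; AlphaScreen streptavidin donor/nickel chelate acceptor beads (10 ug/mL final) read after 30 min dark incubation.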
TRb SRC2 PPI: disrupts binding of human TR beta to SRC2; TRbeta-SRC2 peptide binding, fluorescence polarization; receptor liganded with 1 µM T3; AID 1469; 280,000 tested, 0.065% active; P10828; Potency, µM (doses to about 106 µM), for the others: at the highest dose activity change, negative = inhibition, hits mostly inhibitors;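 also: plate controls were bound peptide for no effect and peptide without receptor for full effect; nearly all actives have a fitted effect of over 50% in size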
Target sequence (P10828 whole entry, looked up): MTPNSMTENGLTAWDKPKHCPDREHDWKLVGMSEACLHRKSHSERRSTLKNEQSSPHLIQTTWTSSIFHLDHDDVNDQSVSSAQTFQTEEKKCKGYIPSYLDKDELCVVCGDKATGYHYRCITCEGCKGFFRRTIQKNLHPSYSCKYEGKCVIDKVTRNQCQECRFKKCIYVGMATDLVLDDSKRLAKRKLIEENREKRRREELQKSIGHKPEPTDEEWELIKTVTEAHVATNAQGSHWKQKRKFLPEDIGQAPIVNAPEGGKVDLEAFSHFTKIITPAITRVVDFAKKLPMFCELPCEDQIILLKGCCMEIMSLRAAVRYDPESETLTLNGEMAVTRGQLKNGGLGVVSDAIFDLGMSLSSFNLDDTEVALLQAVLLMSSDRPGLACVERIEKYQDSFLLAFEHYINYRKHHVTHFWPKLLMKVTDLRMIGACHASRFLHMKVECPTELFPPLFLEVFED
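Human TRb ligand-binding domain (0.6 uM) is mixed with 20 nM Texas Red SRC2 peptide and 1 uM T3; after compound addition and 5 hr at ambient temperature, polarization is measured and normalized to unbound and bound controls.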
RECQ1 helicase: inhibitors of human RECQ1 DNA helicase. AID 2549. P46063. RECQ1 DNA unwinding, red fluorescence kinetic read. 240,000 tested, 0.54% active. Potency, µM (top dose mostly 57.3 µM), for inactives: at the highest dose activity, negative = inhibition, hits mostly inhibitors;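 also: plate controls were vehicle for no effect and no enzyme for full effect; nearly all actives have a fitted effect of over 30% in size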
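50 nM RECQ1T1 preincubated 15 min with compound in Tris pH 8.0 buffer with MgCl2, DTT, Tween-20 and 2.5 ug/ml poly(dI-dC); started with 200 nM TAMRA/BHQ-2 forked duplex and 2 mM ATP. Unwinding read as fluorescence (525/598 nm), two reads 2 h apart.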
Numbers without * were called inactive; i = inactive; u = inconclusive; x = not tested or not shown; & = joins results of further samples; [ ] = dose if it differs, or a comment. Unless noted, calls follow the shape of the dose curve; as a rule, active = well fitted curve in the direction sought with a large enough effect; inconclusive = small, poorly fitted or top-dose-only effect, or another doubt; inactive = no such curve, though single readings can be large; an effect the other way counts as inactive or inconclusive. Potency is read from the fitted curve at half-maximal effect. An excerpt; count on the stated rates, not on these rows.

SMILES | Tau FP inhib | HTT cytoprotect | Tau fluor cs | TR SRC2 fluor cs | Tau fibril ThT | L3MBTL1 block | TRb SRC2 PPI | RECQ1 helicase
CC(=O)CC(C)(C)n1nnc(-c2ccccc2)n1 | 5% | -13%[0.074 µM] | 1% | -1% | -9% | x | -8% | i
Cc1ccc(-c2nnn(CCC(=O)NC3CCCC3)n2)cc1 | 7% | 1%[10 µM] | 8% | -5% | 4% | 16% | -7% | i
COc1ccc(CCNC(=O)Cn2c(=O)n(-c3ccc(F)cc3F)c(=O)c3sccc32)cc1OC | 4% | -25% | -7% | 2% | -8% | x | -11% | -3%
O=c1ccc2cc(S(=O)(=O)Nc3ccc(F)cc3)ccc2o1 | -1% | -4% | 1% | 0% | 11% | x | -4% | i
O=C(CSc1nc(-c2cccs2)cc(C(F)(F)F)n1)NCc1ccco1 | 2% | -13%[10 µM] | -6% | -1% | -9% | x | -2% | -2%
COc1ccc2c(c1)c1c(c(=O)n(CCc3ccccc3)c(=O)n1Cc1ccc(F)cc1)n2C | 1% | x | -11% | 0% | -3% | x | -5% | x
CN(C)NC(=O)c1ccsc1NC(=O)c1ccc(S(=O)(=O)N2CCCC2)cc1 | 4% | 13%[10 µM] | 1% | -3% | x | x | 10% | -16%
O=C(Nc1ccc(-c2nnn(CC(=O)N3CCN(C(=O)c4ccco4)CC3)n2)cc1)c1ccccc1F | 4% | -17% | 8% | 0% | 11% | -4% | 8% | 2%
C[C@H](N)c1nnc(SCc2c(Cl)cccc2Cl)o1 | 0% | -10% | -5% | -2% | 3% | x | -16% | i
Cc1ccc(Cn2ccc(NC(=O)c3cc(-c4cccc(Cl)c4)on3)n2)cc1 | -13% | 3% | -19% | 1% | -6% | -7% | 8% | -6%
CCOc1ccc(N2C(=O)Nc3ccccc3C2(O)C(=O)N2CCN(c3ccccn3)CC2)cc1 (stereo unspecified) | 10% | -32% | -15% | -3% | -18% | -3% | -3% | -5%
CNc1nc(N)c([N+](=O)[O-])c(NCc2ccccc2)n1 | 5% | -20%[10 µM] | 6% | 1% | 6% | -1% | 2% | 1%
Cc1c(NC(=O)c2cccs2)cccc1-c1nc2ccccc2s1 | -9% | 14%[10 µM] | -25% | -4% | -13% | 3% | -16% | -7%
Cc1ccc(S(=O)(=O)Oc2ccc(/C=C(/NC(=O)c3ccccc3)C(=O)NCCCC(=O)O)cc2)cc1 | 0% | 1%[10 µM] | -9% | -5% | -11% | -7% | -4% | -1%
CSc1nc(Cl)c(Cc2ccc(OC(C)C)cc2)c(N2CCOCC2)n1 | 1% | -18% | -10% | 0% | u | 9% | 2% | -3%
CCCN1CCC(N2CCN(c3cccc(C(F)(F)F)c3)CC2)CC1 | 6% | 10% | 6% | 2% | 0% | x | 8% | -5%
COc1cc(C)c(C)cc1S(=O)(=O)N1CCN(Cc2ccccc2)CC1 | 0% | -9% | -18% | -2% | u | -16% | -1% | 1%
Cc1ccc(S(=O)(=O)NC(=NC(C)C)c2ccccc2)cc1 | 9% | 36%[10 µM] | 0% | -3%[53 µM] | -2% | 14% | -1%[53 µM] | 9%
O=C1c2ccccc2C(=O)N1C/C=C/CN1C(=O)c2ccccc2C1=O | -5% | 2% | 0% | 5% | -3% | 8% | -2% | -6%
C[C@@H](C(=O)O)[C@@H]1C[C@@]1(C)[C@@H](NC(=O)OCc1ccccc1)c1ccccc1 | 7%&2% | -11% | -6%&-8% | -2%&-2% | -4%&-2% | -10% | 11%&-1% | -5%
CCCS(=O)(=O)N1CCCC(C(=O)N2CCC(Cc3ccccc3)CC2)C1 (stereo unspecified) | 5% | 0% | 1% | -6% | -11% | 6%[11.4 µM] | 9% | -1%
CON(C)C(=O)c1nnc2c(n1)[nH]c1ccccc12 | 2%[11.6 µM] | -13%[10 µM] | -2%[11.6 µM] | -1%[11.2 µM] | 0%[11.5 µM] | x | -6%[11.2 µM] | -1%[11.5 µM]
CCOC(=O)N1CCN(c2ncnc3c2oc2nc(C)c4c(c23)CC(C)(C)OC4)CC1 | -9% | -20%[0.074 µM] | -7% | -1% | -5% | x | 1% | i
COc1ccc(C2CC(=O)C=C(NCc3ccccc3)C2)cc1 (stereo unspecified) | u | -10%[10 µM] | -10% | 1% | -17% | -14% | 16% | i
CN1CCN(c2nc(-c3cccnc3)nc3scc(-c4ccccc4)c23)CC1 | 10% | -5% | -1% | 1% | -6% | -20% | -4% | -1%

As a short view, some entries already given:
SMILES | Tau FP inhib | HTT cytoprotect | Tau fluor cs | TR SRC2 fluor cs | Tau fibril ThT | L3MBTL1 block | TRb SRC2 PPI | RECQ1 helicase
CC(=O)CC(C)(C)n1nnc(-c2ccccc2)n1 | 5% | -13%[0.074 µM] | 1% | -1% | -9% | x | -8% | i
Cc1ccc(-c2nnn(CCC(=O)NC3CCCC3)n2)cc1 | 7% | 1%[10 µM] | 8% | -5% | 4% | 16% | -7% | i

Some of these compounds in order of SMILES length, rising:
SMILES | Tau FP inhib | HTT cytoprotect | Tau fluor cs | TR SRC2 fluor cs | Tau fibril ThT | L3MBTL1 block | TRb SRC2 PPI | RECQ1 helicase
CON(C)C(=O)c1nnc2c(n1)[nH]c1ccccc12 | 2%[11.6 µM] | -13%[10 µM] | -2%[11.6 µM] | -1%[11.2 µM] | 0%[11.5 µM] | x | -6%[11.2 µM] | -1%[11.5 µM]
Cc1c(NC(=O)c2cccs2)cccc1-c1nc2ccccc2s1 | -9% | 14%[10 µM] | -25% | -4% | -13% | 3% | -16% | -7%
O=c1ccc2cc(S(=O)(=O)Nc3ccc(F)cc3)ccc2o1 | -1% | -4% | 1% | 0% | 11% | x | -4% | i
O=C(CSc1nc(-c2cccs2)cc(C(F)(F)F)n1)NCc1ccco1 | 2% | -13%[10 µM] | -6% | -1% | -9% | x | -2% | -2%
CN1CCN(c2nc(-c3cccnc3)nc3scc(-c4ccccc4)c23)CC1 | 10% | -5% | -1% | 1% | -6% | -20% | -4% | -1%
CCOC(=O)N1CCN(c2ncnc3c2oc2nc(C)c4c(c23)CC(C)(C)OC4)CC1 | -9% | -20%[0.074 µM] | -7% | -1% | -5% | x | 1% | i

Back to the main list with the two entries that preceded the break.
SMILES | Tau FP inhib | HTT cytoprotect | Tau fluor cs | TR SRC2 fluor cs | Tau fibril ThT | L3MBTL1 block | TRb SRC2 PPI | RECQ1 helicase
COc1ccc(C2CC(=O)C=C(NCc3ccccc3)C2)cc1 (stereo unspecified) | u | -10%[10 µM] | -10% | 1% | -17% | -14% | 16% | i
CN1CCN(c2nc(-c3cccnc3)nc3scc(-c4ccccc4)c23)CC1 | 10% | -5% | -1% | 1% | -6% | -20% | -4% | -1%
CC(C)=CCCC1=CCC(/C=N/NC(N)=O)C(C)C1 (stereo unspecified) | -2% | -1%[10 µM] | -5% | 11% | -6% | 0% | -2% | -4%
COc1ccc(-c2cc(C(F)(F)F)n3nc(-c4ccccc4)cc3n2)cc1OC | -7% | x | u | 7% | u | x | 4% | x
COc1ccccc1N1CC(C)C(=O)NC1=S (stereo unspecified) | 1% | x | 1% | 2% | 0% | -5% | 2% | -2%
COC(=O)CN(Cc1ccco1)S(=O)(=O)c1ccccc1 | u | -8%[10 µM] | -10% | 1% | -17% | -5% | 0% | i
Cc1ccc(C2(C)NC(=O)N(CC(=O)c3ccc(Cl)s3)C2=O)cc1 (stereo unspecified) | 1% | x | -25% | 0% | u | -1% | -9% | -8%
COc1ccc(C2=NN(C(=O)c3cccnc3)C(c3ccccc3)C2)cc1 (stereo unspecified) | 2% | -10%[10 µM] | -8% | -4% | -2% | 4% | -2% | -5%
S=c1[nH]nc(-c2ccc(Cl)cc2)n1/N=C/C=C/c1ccco1 | -4% | 5%[10 µM] | u | -11% | u | 28µM* | -8% | u
Cc1ccc(N2CCN(C(=O)N3CCCC3)CC2)cc1Cl | 6% | 13%[0.074 µM] | -14% | 0% | u | -1% | 2% | 2%
COc1cc(NC(=O)COC(=O)[C@@H]2CCCN2S(=O)(=O)c2ccc(Cl)cc2)cc(OC)c1OC | 4% | u | -20% | -1% | -5% | 0% | -13% | -8%
N#C/C(=C(/O)CN1C(=O)c2ccccc2C1=O)c1nc2ccccc2[nH]1 | 0% | -4% | -3% | -2% | -15% | -5% | -1% | 0%
CCC/C=C(\CCC)C(NC(=O)c1ccc(C(F)(F)F)cc1)c1ccc(C(F)(F)F)cc1 (stereo unspecified) | 4% | 22% | -2% | -1% | 5% | x | 0% | -6%
O=C(O)Cn1c(COc2ccc(Cl)cc2)nc2ccccc21 | -3% | 2%[10 µM] | -1% | -3% | 6% | 8% | -3% | -6%
c1ccc(CCn2nnnc2C(c2cccs2)N2CCOCC2)cc1 (stereo unspecified) | 0% | 19% | -1% | 4% | -5% | x | 2% | i
CN(Cc1cnccn1)Cc1nc(Cc2ccccc2F)no1 | 5% | -20% | 4% | -4% | -1% | 1% | -3% | -1%
O=C(NC(=S)NCCc1ccccn1)c1ccccc1 | 1% | -66%[inhibitor] | 4% | 0% | 2% | 16% | 5% | -1%
O=C1CC(=C(c2ccccc2)c2ccccc2)C(=O)N1CCCCN1CCN(c2ccccc2)CC1 | -3% | -73%[inhibitor] | -21% | -5% | u | x | -1% | -27%
CCOC(=O)c1c(N)sc(C(=O)N(C)C)c1C | 0% | 23% | -3% | 0% | -8% | 10% | -9% | -15%
O=C(CSc1nc2scc(-c3ccco3)c2c(=O)n1-c1ccccc1)NCC1CCCO1 (stereo unspecified) | -1% | 16% | -8% | -3% | u | u | 5% | u
COc1cccc(C(=O)Nc2ccccc2)c1 | -3% | -25% | -12% | 0% | -14% | 3% | -5% | i
COc1cc(CNCCNC(=O)c2nonc2N)ccc1OCc1ccc(Cl)cc1 | 4% | 8%[10 µM] | -8% | 0% | 4% | -9% | -1% | 9%

High-throughput results (PubChem)
